RGS4 inh: RGS4 inhibitors, primary screen, cell-based, HEK293 M3R inducible RGS4, calcium flux; Fluo-4 calcium flux; stronger effect = higher value; triggered by carbachol at its EC20; Regulator of G-protein signaling 4 (Homo sapiens), P49798; 0.45% of 310,000 active; B-score at 10 µM;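 active = B-score, a plate-corrected calcium signal, over three deviations above library mean, with baseline fluorescence within five deviations of library mean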;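 also: RGS4 expression induced by doxycycline in cells with stable M3 receptor; B-score is computed from the integrated fluorescence ratio over baseline after carbachol; higher B-score means a larger calcium signal and so more RGS4 inhibition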
Target sequence (P49798 whole entry, looked up): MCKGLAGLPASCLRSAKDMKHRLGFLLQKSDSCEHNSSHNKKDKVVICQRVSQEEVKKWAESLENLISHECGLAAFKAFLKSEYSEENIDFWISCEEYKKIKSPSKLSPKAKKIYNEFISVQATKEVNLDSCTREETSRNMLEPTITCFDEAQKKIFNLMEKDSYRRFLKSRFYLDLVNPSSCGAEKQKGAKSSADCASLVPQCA
hERG protect: hERG rescue from dofetilide block, primary screen, cell-based, CHO-hERG, FluxOR thallium flux, dofetilide IC70. Voltage-gated inwardly rectifying potassium channel KCNH2 (Homo sapiens), Q12809. dofetilide IC70 present. activation (rescue from dofetilide block), less the hit threshold, % at 10 µM. 0.51% of 310,000 active;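 active = activation above the mean of controls blocked by dofetilide plus 5 SD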;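 also: thallium influx through hERG after potassium depolarization seen as dye fluorescence rise; in these data hits start at about 4.7%; inactives centre near -7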
KCNQ1 act: potentiators or activators of KCNQ1 channel, primary screen, cell-based, thallium flux, high-throughput | Potassium voltage-gated channel subfamily KQT member 1 (Homo sapiens), P51787 | CHO-K1 KCNQ1, thallium flux FluxOR fluorescence; stronger effect = higher value | B-score at 10 µM | 0.35% of 310,000 active | AID 2648, 2010;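 active = fluorescence ratio B-score, a plate-corrected score, at least three library SD, with initial intensity B-score within 5 SD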
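Assay system: CHO-K1 cells stably expressing KCNQ1. Medium: assay buffer for compound exposure, DMSO matched across wells. Timing: 37 °C overnight plating, 90-min dark dye load, 20-min compound pretreatment. Signal: kinetic FluxOR fluorescence, 10 s baseline plus 110 s post-stimulus.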
MrgX1 agonist: agonists of human MrgX1 receptor, primary screen, HEK293 cells, Fluo-4 calcium flux; Mas-related G-protein coupled receptor member X1 (Homo sapiens), Q96LB2; Fluo-4 calcium fluorescence, agonist mode; stronger effect = higher value; B-score at 10 µM; 0.44% of 310,000 active;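 active = calcium response B-score plate-corrected fluorescence ratio at least 3 library SD, with starting fluorescence B-score inside 5 SD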
Target sequence (Q96LB2 whole entry, looked up): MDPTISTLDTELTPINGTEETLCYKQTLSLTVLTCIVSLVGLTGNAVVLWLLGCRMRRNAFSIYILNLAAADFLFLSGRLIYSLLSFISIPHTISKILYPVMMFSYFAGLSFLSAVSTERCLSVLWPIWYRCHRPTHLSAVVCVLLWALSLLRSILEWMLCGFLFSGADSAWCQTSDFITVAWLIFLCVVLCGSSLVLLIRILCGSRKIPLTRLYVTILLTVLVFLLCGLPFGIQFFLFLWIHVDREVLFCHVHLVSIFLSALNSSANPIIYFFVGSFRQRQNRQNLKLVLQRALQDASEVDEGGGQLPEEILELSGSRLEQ
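System: HEK293 cells stably expressing human MrgX1 receptor; Dosing: test compound in the initial addition of three; Schedule: overnight plating, then 30 min 37 °C plus 30 min room-temperature dye loading; Detection: kinetic calcium dye fluorescence, Fluo-4 NW; Controls: per-plate positive and negative controls for Z′ factor.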
MrgX1 allo act: positive allosteric modulators of MrgX1, primary screen, HEK293 cells, Fluo-4 calcium flux. 0.63% of 310,000 active. B-score at 10 µM. FDSS; stronger effect = higher value. Mas-related G-protein coupled receptor member X1 (Homo sapiens), Q96LB2. AID 588675, 2011;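 active = plate-corrected calcium response at least 3 library SD above typical, normal starting fluorescence, not activating the receptor alone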;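 also: compound read alongside a low EC10 to EC30 dose of BAM8-22 agonist; peak minus trough fluorescence over baseline measured at the second addition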
KCNK9 block: KCNK9 potassium channel inhibitors, primary screen, HEK293 cells, thallium flux. FluxOR thallium flux fluorescence; stronger effect = lower value. B-score at 10 µM. 1.2% of 310,000 active. Potassium channel subfamily K member 9 (Homo sapiens), Q9NPC2;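 active = ratio B-score over 3 SD below the library mean, with starting fluorescence within 5 SD of its mean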;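 also: negative B-score means less thallium flux so channel inhibition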
Target sequence (Q9NPC2 whole entry, looked up): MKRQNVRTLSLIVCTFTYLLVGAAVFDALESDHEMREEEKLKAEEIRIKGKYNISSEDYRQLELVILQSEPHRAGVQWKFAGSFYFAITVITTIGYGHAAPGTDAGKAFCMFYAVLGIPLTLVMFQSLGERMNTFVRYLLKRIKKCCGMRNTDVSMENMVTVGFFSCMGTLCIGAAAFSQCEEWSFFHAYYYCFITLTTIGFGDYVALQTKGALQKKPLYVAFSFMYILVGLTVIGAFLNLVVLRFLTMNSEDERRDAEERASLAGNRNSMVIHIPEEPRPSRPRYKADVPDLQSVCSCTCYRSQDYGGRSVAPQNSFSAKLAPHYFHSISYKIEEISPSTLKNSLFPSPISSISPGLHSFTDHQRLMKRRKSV
KCNQ1 inh: inhibitors of human KCNQ1 channel, primary screen, cell-based, thallium flux, high-throughput; CHO-K1 KCNQ1, FluxOR thallium flux fluorescence; stronger effect = higher value; B-score at 10 µM; 1.3% of 310,000 active;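 active = compounds whose thallium flux B-score, printed positive for inhibition, exceeds three library SD while starting fluorescence stays within three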;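 also: channel opened by potassium depolarization with thallium stimulus after 20 min compound exposure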
ANO1 activ: TMEM16A chloride channel activators or potentiators, primary screen, cell-based, HTS. Anoctamin-1 (Mus musculus), Q8BHY3. HEK293 TMEM16A/YFP-H148Q/I152L, iodide quench fluorescence; stronger effect = lower value. B-score at 10 µM. 0.3% of 340,000 active;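 active = fluorescence-ratio B-score plate-corrected deviation score at least 3 library SD below zero, with starting fluorescence score within 5 deviations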;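 also: channel opened by trigger with iodide after compound preincubation; score built on the fluorescence ratio of max minus min over baseline; more negative score means more quench and so TMEM16A activation or potentiation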
TMEM16A inh: TMEM16A chloride channel inhibitors, primary screen, cell-based, HTS; Anoctamin-1 (Mus musculus), Q8BHY3; HEK293 TMEM16A/YFP iodide influx fluorescence, ionomycin; normalized B-score (activity score, 25-100; higher = stronger inhibition) at 10 µM; 1.2% of 310,000 active;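 active = ratio plate-corrected score three or more library SD toward inhibition, starting fluorescence score within five deviations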;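 also: score derived from kinetic fluorescence span divided by baseline fluorescence per well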
KCNK3 inh: human KCNK3 channel inhibitors, primary screen, CHO cells, FluxOR thallium flux, B-score; Potassium channel subfamily K member 3 (Homo sapiens), O14649; FluxOR fluorescence; stronger effect = lower value; B-score at 10 µM; 0.84% of 340,000 active;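 active = B-score under library mean minus 4 SD, starting fluorescence ratio at most library mean plus 5 SD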;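 also: more negative B-score means stronger inhibition of thallium flux through KCNK3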
RGS4 pot: RGS4 potentiators or activators, primary screen, cell-based, HEK293 M3R inducible RGS4, calcium flux; carbachol calcium flux Fluo4; stronger effect = lower value; B-score at 10 µM; 0.92% of 310,000 active;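 active = B-score of the integrated calcium signal more than 4 SD below the library mean, with starting fluorescence not abnormally high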;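 also: negative B-score means reduced calcium response which marks RGS4 activation or potentiation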
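Detection: kinetic calcium fluorescence imaging with Fluo4-AM dye, 2 µM / Material: HEK293 cells with stable M3R and inducible RGS4 / Schedule: recording 10 s baseline at 1 Hz, 100 s post-agonist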
The depositor's hits bear a star.

`CCOC(=O)c1c(NC(=O)CCC(=O)O)sc2c1CC(C)(C)OC2` gave RGS4 inh inactive, hERG protect -5, KCNQ1 act inactive, MrgX1 agonist inactive, MrgX1 allo act inactive, KCNK9 block inactive, KCNQ1 inh inactive, ANO1 activ inactive, TMEM16A inh inactive, KCNK3 inh inactive and RGS4 pot inactive.
O=c1[nH]c(/C=C/c2ccc(Cl)cc2Cl)c([N+](=O)[O-])c(=O)[nH]1 was read as RGS4 inh inactive, hERG protect -11, KCNQ1 act inactive, MrgX1 agonist inactive, MrgX1 allo act inactive, KCNK9 block inactive, KCNQ1 inh inactive, ANO1 activ inactive, TMEM16A inh inactive, KCNK3 inh inactive and RGS4 pot inactive.
O=C(Nc1ccccn1)C12CC3CC(C1)CC(C(=O)Nc1ccccn1)(C3)C2 was read as RGS4 inh inactive, hERG protect -13, KCNQ1 act inactive, MrgX1 agonist inactive, MrgX1 allo act inactive, KCNK9 block inactive, KCNQ1 inh inactive, ANO1 activ inactive, TMEM16A inh inactive, KCNK3 inh inactive and RGS4 pot inactive.
Screening O=C1CCNc2c(Cl)cccc21 returned RGS4 inh inactive, hERG protect -6, KCNQ1 act inactive, MrgX1 agonist inactive, MrgX1 allo act inactive, KCNK9 block inactive, KCNQ1 inh inactive, ANO1 activ inactive, TMEM16A inh inactive, KCNK3 inh inactive and RGS4 pot inactive.
Screening O=C(O)CCCn1cc(NC(=O)COc2ccc([N+](=O)[O-])cc2)cn1 returned RGS4 inh inactive, hERG protect -4, KCNQ1 act inactive, MrgX1 agonist inactive, MrgX1 allo act inactive, KCNK9 block inactive, KCNQ1 inh inactive, ANO1 activ inactive, TMEM16A inh inactive, KCNK3 inh inactive and RGS4 pot inactive.
`COc1ccc(/C=C/C(=O)OCC(=O)NCCC2=CCCCC2)cc1` gave RGS4 inh inactive, hERG protect -9, KCNQ1 act inactive, MrgX1 agonist inactive, MrgX1 allo act inactive, KCNK9 block inactive, KCNQ1 inh inactive, ANO1 activ inactive, TMEM16A inh inactive, KCNK3 inh inactive and RGS4 pot inactive.
Screening O=C1NC[C@@H](Cc2ccc(O)cc2)N(CCc2cccc3ccccc23)C1=O returned RGS4 inh inactive, hERG protect -11, KCNQ1 act inactive, MrgX1 agonist inactive, MrgX1 allo act inactive, KCNK9 block inactive, KCNQ1 inh inactive, ANO1 activ inactive, TMEM16A inh inactive, KCNK3 inh inactive and RGS4 pot inactive.
Screening CN1CCN(C(=O)c2ccccc2NC(=O)c2ccccc2)CC1 returned RGS4 inh inactive, hERG protect -7, KCNQ1 act inactive, MrgX1 agonist inactive, MrgX1 allo act inactive, KCNK9 block inactive, KCNQ1 inh inactive, ANO1 activ inactive, TMEM16A inh inactive, KCNK3 inh inactive and RGS4 pot inactive.
Screening Cc1cccnc1NC(=O)CCCN1C(=O)c2ccccc2C1=O returned RGS4 inh inactive, hERG protect -4, KCNQ1 act inactive, MrgX1 agonist inactive, MrgX1 allo act inactive, KCNK9 block inactive, KCNQ1 inh inactive, ANO1 activ inactive, TMEM16A inh inactive, KCNK3 inh inactive and RGS4 pot inactive.
For COc1cc2c(cc1NC(=O)/C=C/c1cc(OC)c(OC)c(OC)c1)oc1ccccc12 the results were RGS4 inh inactive, hERG protect -20, KCNQ1 act inactive, MrgX1 agonist inactive, MrgX1 allo act inactive, KCNK9 block inactive, KCNQ1 inh inactive, ANO1 activ inactive, TMEM16A inh inactive, KCNK3 inh inactive and RGS4 pot inactive.
`CCc1nnc2c(N(C)S(=O)(=O)c3ccc(C)cc3)nc3ccccc3n12` gave RGS4 inh inactive, hERG protect -7, KCNQ1 act inactive, MrgX1 agonist inactive, MrgX1 allo act inactive, KCNK9 block inactive, KCNQ1 inh inactive, ANO1 activ inactive, TMEM16A inh inactive, KCNK3 inh inactive and RGS4 pot inactive.
Screening CC(=O)Nc1ccc(S(=O)(=O)Oc2ccc3c(c2)C(C)=CC(C)(C)N3)cc1 returned RGS4 inh inactive, hERG protect -14, KCNQ1 act inactive, MrgX1 agonist inactive, MrgX1 allo act inactive, KCNK9 block inactive, KCNQ1 inh inactive, TMEM16A inh 25* and RGS4 pot inactive.
COc1ccc(C2/C=C\CN(C(=O)C3CC3)CC(=O)N2Cc2ccc(F)cc2)cc1 (centres undefined) was read as RGS4 inh inactive, hERG protect -2, KCNQ1 act inactive, MrgX1 agonist inactive, MrgX1 allo act inactive, KCNK9 block inactive, KCNQ1 inh inactive, ANO1 activ inactive, TMEM16A inh inactive, KCNK3 inh inactive and RGS4 pot inactive.
For CCn1ccnc1CN(C)C(=O)c1cc(COc2ccccc2SC)on1 the results were RGS4 inh inactive, hERG protect -10, KCNQ1 act inactive, MrgX1 agonist inactive, MrgX1 allo act inactive, KCNK9 block inactive, KCNQ1 inh inactive, ANO1 activ inactive, TMEM16A inh inactive, KCNK3 inh inactive and RGS4 pot -7.6*.
N/C(=N\O)c1ccc(NC(=O)c2ccc(Br)o2)cc1 was read as RGS4 inh inactive, hERG protect -6, KCNQ1 act inactive, MrgX1 agonist inactive, MrgX1 allo act inactive, KCNK9 block inactive, KCNQ1 inh inactive, ANO1 activ inactive, TMEM16A inh inactive, KCNK3 inh inactive and RGS4 pot inactive.
CC(=O)Nc1ccc(NC(=O)C2CCCN2S(=O)(=O)c2cccc3nsnc23)cc1 (centres undefined) was read as RGS4 inh inactive, hERG protect -13, KCNQ1 act inactive, MrgX1 agonist inactive, MrgX1 allo act inactive, KCNK9 block inactive, KCNQ1 inh inactive, ANO1 activ inactive, TMEM16A inh inactive, KCNK3 inh inactive and RGS4 pot inactive.
`O=C(NC(CSSCC(NC(=O)c1ccccc1)C(=O)O)C(=O)O)c1ccccc1` (centres undefined) gave RGS4 inh inactive, hERG protect -5, KCNQ1 act inactive, MrgX1 agonist inactive, MrgX1 allo act inactive, KCNK9 block inactive, KCNQ1 inh inactive, ANO1 activ inactive, TMEM16A inh inactive, KCNK3 inh inactive and RGS4 pot inactive.
Screening N=C(N)SCC1=CCS(=O)(=O)C1 returned RGS4 inh inactive, hERG protect -3, KCNQ1 act inactive, MrgX1 agonist inactive, MrgX1 allo act inactive, KCNK9 block inactive, KCNQ1 inh inactive, ANO1 activ inactive, TMEM16A inh inactive, KCNK3 inh inactive and RGS4 pot inactive.
For COc1ccccc1OCC(=O)NNC(=O)Nc1ccc(Cl)cc1 the results were RGS4 inh inactive, hERG protect -11, KCNQ1 act inactive, MrgX1 agonist inactive, MrgX1 allo act inactive, KCNK9 block inactive, KCNQ1 inh inactive, ANO1 activ inactive, TMEM16A inh inactive, KCNK3 inh inactive and RGS4 pot inactive.
`O=C(COC(=O)c1ccc(Cl)c(S(=O)(=O)N2CCCCC2)c1)NCC1CCCO1` (centres undefined) gave RGS4 inh inactive, hERG protect -14, KCNQ1 act inactive, MrgX1 agonist inactive, MrgX1 allo act inactive, KCNK9 block inactive, KCNQ1 inh inactive, ANO1 activ inactive, TMEM16A inh inactive, KCNK3 inh inactive and RGS4 pot inactive.
For COc1cccc2c1Oc1ncccc1N(C(=O)CCC(=O)NCc1ccc(F)cc1)C2 the results were RGS4 inh inactive, hERG protect -9, KCNQ1 act inactive, MrgX1 agonist inactive, MrgX1 allo act inactive, KCNK9 block inactive, KCNQ1 inh inactive, ANO1 activ inactive, TMEM16A inh inactive, KCNK3 inh inactive and RGS4 pot inactive.
Cc1c(Cc2ccccc2)c(=O)oc2cc(OCC(=O)c3ccccc3)ccc12 was read as RGS4 inh inactive, hERG protect -3, KCNQ1 act inactive, MrgX1 agonist inactive, MrgX1 allo act inactive, KCNK9 block inactive, KCNQ1 inh inactive, ANO1 activ inactive, TMEM16A inh inactive, KCNK3 inh inactive and RGS4 pot inactive.
C/C(=N\NC(=O)c1ccc(Cn2cc([N+](=O)[O-])cn2)o1)c1cccc(NC(=O)C(C)C)c1 was read as RGS4 inh inactive, hERG protect 1, KCNQ1 act inactive, MrgX1 agonist inactive, MrgX1 allo act inactive, KCNK9 block inactive, KCNQ1 inh inactive, ANO1 activ inactive, TMEM16A inh inactive, KCNK3 inh inactive and RGS4 pot inactive.
`CCn1cc(C(=O)N2CCOCC2)c(=O)c2cc(S(=O)(=O)N(C)C)ccc21` gave RGS4 inh inactive, hERG protect -7, KCNQ1 act inactive, MrgX1 agonist inactive, MrgX1 allo act inactive, KCNK9 block inactive, KCNQ1 inh inactive, ANO1 activ inactive, TMEM16A inh inactive, KCNK3 inh inactive and RGS4 pot inactive.
For COc1cc(O)c(C(CCN2CCOCC2)c2cc(OC)c(OC)c(OC)c2)c(OC)c1 (centres undefined) the results were RGS4 inh inactive, hERG protect -10, KCNQ1 act inactive, MrgX1 agonist inactive, MrgX1 allo act inactive, KCNK9 block inactive, KCNQ1 inh inactive, ANO1 activ inactive, TMEM16A inh inactive, KCNK3 inh inactive and RGS4 pot inactive.
CN(C)S(=O)(=O)c1ccc(N)c([N+](=O)[O-])c1 was read as RGS4 inh inactive, hERG protect -9, KCNQ1 act inactive, MrgX1 agonist inactive, MrgX1 allo act inactive, KCNK9 block inactive, KCNQ1 inh inactive, ANO1 activ inactive, TMEM16A inh inactive, KCNK3 inh inactive and RGS4 pot inactive.
